Source: PubChem
GALK inhibitor: blocks human galactokinase activity; P51570; Purified GALK, Kinase-Glo residual ATP luminescence; Potency, µM (series often up to 57.5 µM), without a hit: at the top dose activity change, negative = inhibition, hits mostly inhibitors; actives 0.007% (n = 270,000); further: potency means the concentration at half of the fitted maximal effect; on the % scale 0 is the no-effect control and ±100 the full control effect
Target sequence (P51570 whole entry, looked up): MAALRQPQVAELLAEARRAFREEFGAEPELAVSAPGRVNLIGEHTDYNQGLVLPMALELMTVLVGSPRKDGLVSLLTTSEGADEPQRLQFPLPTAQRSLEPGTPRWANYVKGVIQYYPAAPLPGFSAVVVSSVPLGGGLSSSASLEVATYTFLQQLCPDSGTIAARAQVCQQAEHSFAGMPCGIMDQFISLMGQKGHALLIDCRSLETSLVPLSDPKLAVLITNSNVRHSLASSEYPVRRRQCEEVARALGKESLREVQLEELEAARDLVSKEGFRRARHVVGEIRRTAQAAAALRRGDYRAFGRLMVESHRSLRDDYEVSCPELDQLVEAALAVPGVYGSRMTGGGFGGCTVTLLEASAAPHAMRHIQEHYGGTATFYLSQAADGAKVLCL
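The enzyme phosphorylates galactose (100 uM) using ATP (35 uM); inhibition is detected as higher residual ATP, quantified by bioluminescence after 1 h reaction at room temperature, pH 8.0.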
TSHR antagonist: antagonists of human thyroid stimulating hormone receptor | P16473 | TSHR-expressing cells, TSH-stimulated cAMP HTRF, 2 h; active compounds read low | activity change, negative = inhibition, % at 11.5 µM | actives 0.2% (n = 330,000);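 active means activity change below a set negative limit, meaning inhibition stronger than a set level, cut at about -70% in these data; inconclusive means activity change between two set negative limits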; further: on the % scale 0 is the no-effect control and ±100 the full control effect
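Inhibition of cAMP made by TSHR-expressing cells under TSH stimulation (4nM final, EC80; 2 h, 37 deg C) is quantified with a one-step lysis HTRF kit, anti-cAMP cryptate versus cAMP-d2.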
MBNL1 CUG block: MBNL1-poly(CUG) RNA binding inhibition; actives 0.036% (n = 280,000); TR-FRET MBNL1-His/biotin-(CUG)12 binding, 665/545 ratio; Q9NR56; Potency, µM (highest dose often 57.5 µM), inactives show at the top dose activity change, negative = inhibition, hits mostly inhibitors; AID 2675; active means well fitted inhibition curve with a large enough effect in the signal ratio, with a control signal flat, not every such curve was filed as active; inconclusive means small, poorly fitted or top-dose-only effect, or effect the other way, or a change in a side signal; inactive means no such curve, though single readings can be large or run the other way; the % refers to the signal ratio; further: potency means the concentration at half of the fitted maximal effect; on the % scale 0 is the no-effect control and ±100 the full control effect
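Ratiometric TR-FRET (665 over 545 nm, excitation 340 nm) tracks disruption of MBNL1-His/biotin-(CUG)12 complex after 60 min at room temperature, with compounds at 92 nM to 58 uM final.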
S-ASM inh: human S-ASM enzyme inhibition | Potency, µM (highest dose often 57.5 µM), inactives show at the top dose activity change, negative = inhibition, hits mostly inhibitors | placental ASM, HMU-PC fluorogenic substrate, 60 min | actives 0.006% (n = 340,000); further: potency means the concentration at half of the fitted maximal effect
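Steps: dispense placental human ASM, pin compound, wait 10 min at room temperature, add HMU-PC0 substrate at 9 uM final, incubate 60 min at 37 °C, add stop solution raising pH to 10, read fluorescence.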
PKM2 activator: increases activity of human pyruvate kinase M2; P14618; purified PKM2, Kinase-Glo ATP luminescence, activation; response scale: 0% is enzyme alone, no compound; Potency, µM (doses to about 57.5 µM), inactives show top-dose activation, usual class: activators; actives 0.34% (n = 260,000); AID 1631; further: potency means the concentration at half of the fitted maximal effect; on the % scale 0 is the no-effect control and ±100 the full control effect; nearly all actives have a fitted effect of over 55% in size
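hPK-M2, >95% pure; 0.1 mM ADP / 0.5 mM PEP final; imidazole pH7.2 buffer w/ 7 mM MgCl2, 50 mM KCl; 1 h RT; Kinase-Glo lum. Intermediate enzyme activity for dual inhibitor/activator qHTS.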
Mito fusion yeast: inhibitors of mitochondrial division or activators of mitochondrial fusion; actives 0.23% (n = 320,000); S. cerevisiae fusion-defective mutant growth rescue, CellTiterGlo 48 h; Potency, µM (titrated, usually from 46.1 µM), inactives show at the top dose growth rescue (activation), actives largely listed as activators;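 further: potency means the concentration at half of the fitted maximal effect; % of control where 0% means no effect; nearly all actives have a fitted effect of over 45% in size; temperature-sensitive fusion mutants such as fzo1-1 at 37 °C on non-fermentable ethanol glycerol medium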
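S. cerevisiae fusion-defective temperature-sensitive mutants (e.g. fzo1-1, mgm1-5) grown 48 h at 37C in YPEG (ethanol/glycerol non-fermentable) medium with 23 nl compound per well; growth rescue read as CellTiterGlo luminescence.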
Menin MLL FP TR: inhibitors of human menin-MLL interaction, mutant MLL peptide; actives 0.23% (n = 270,000); O00255; Menin + Texas Red MLL mutant peptide, fluorescence polarization; Potency, µM (series often up to 61.6 µM), for inactives: at the highest dose FP activity change, negative = inhibition, actives largely listed as inhibitors; active means well fitted inhibition curve with a large enough effect in the polarisation, with a control signal flat, not every such curve was filed as active; inconclusive means small, poorly fitted or top-dose-only effect, or effect the other way, or a change in a side signal; inactive means no such curve, though single readings can be large or run the other way; the % refers to the polarisation; further: potency means the concentration at half of the fitted maximal effect; % of control where 0% means no effect; many of its hits are not listed in these tables
hERG WT inh: blocks the wildtype human KCNH2 potassium channel | AID 720551 | U2OS, BacMam KCNH2, thallium flux FluxOr; active compounds read low | actives 0.37% (n = 340,000) | Q12809 | activity change, % at 1.84 µM;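 active means maximum activity change below -70%; inconclusive means maximum activity change between -70% and -50%; inactive means maximum activity change above -50%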; further: on the % scale 0 is the no-effect control and ±100 the full control effect
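U2OS cells transduced with wild-type KCNH2 virus are loaded with FluxOr dye for 45 min, and thallium flux is measured in kinetic reads before and after stimulation buffer. Rate constants are normalized to DMSO controls.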
USP2a block: inhibitors of human ubiquitin-specific protease USP2a. O75604. USP2 core, Ub-CHOP2 coupled fluorogenic reporter, 485/531. Potency, µM (series often up to 38.3 µM), without a hit: at the top dose activity change, negative = inhibition, usual class: inhibitors. actives 0.01% (n = 330,000);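 further: potency means the concentration at half of the fitted maximal effect; plate controls were DMSO wells for no effect and full inhibition by NEM control for full effect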
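Cell-free coupled assay: 10nM USP2 core preincubated 30min RT with compound in Tris-HCl pH 8.0/CaCl2/CHAPS buffer, then 25nM Ub-CHOP2 and 25nM reporter substrate; fluorescence (Ex 485/Em 531) read after 60min RT, normalized to NEM inhibition, concentration-response curves fitted.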
Chronic BCR inh: chronic active BCR signaling inhibition. Potency, µM (titrated, usually from 46.1 µM), for the others: at the top dose ratio change, negative = lower green/red ratio, most hits filed as inhibitors. ABC-DLBCL IkBa-CBG/CBR reporter, luminescence ratio, 4 h. actives 0.05% (n = 340,000); active means well fitted inhibition curve with a large enough effect in the signal ratio, with a control signal flat, not every such curve was filed as active; inconclusive means small, poorly fitted or top-dose-only effect, or effect the other way, or a change in a side signal; the % refers to the signal ratio;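 further: potency means the concentration at half of the fitted maximal effect; plate controls were basal doxycycline-induced cells for no effect and cells given 10 µM MG132 for full effect; MG132 reads +100%, hits lower the ratio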
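TMD8 ABC-DLBCL cells carrying doxycycline-inducible green luciferase fused to IkappaBalpha plus unfused red luciferase were exposed to compounds (up to 46 uM) for 4 hrs at 37C. Activity came from the overlap-corrected green/red luminescence ratio.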
Eya2 phos inh: Eya2 (human) phosphatase inhibition; AID 488837; actives 0.006% (n = 330,000); O00167; Potency, µM (titrated, usually from 76.9 µM), for the others: at the highest dose activity, negative = inhibition, most hits filed as inhibitors; recombinant Eya2, OMFP fluorescence dephosphorylation (OMFP is methylfluorescein phosphate); further: potency means the concentration at half of the fitted maximal effect; on the % scale 0 is the no-effect control and ±100 the full control effect
Target sequence (O00167 whole entry, looked up): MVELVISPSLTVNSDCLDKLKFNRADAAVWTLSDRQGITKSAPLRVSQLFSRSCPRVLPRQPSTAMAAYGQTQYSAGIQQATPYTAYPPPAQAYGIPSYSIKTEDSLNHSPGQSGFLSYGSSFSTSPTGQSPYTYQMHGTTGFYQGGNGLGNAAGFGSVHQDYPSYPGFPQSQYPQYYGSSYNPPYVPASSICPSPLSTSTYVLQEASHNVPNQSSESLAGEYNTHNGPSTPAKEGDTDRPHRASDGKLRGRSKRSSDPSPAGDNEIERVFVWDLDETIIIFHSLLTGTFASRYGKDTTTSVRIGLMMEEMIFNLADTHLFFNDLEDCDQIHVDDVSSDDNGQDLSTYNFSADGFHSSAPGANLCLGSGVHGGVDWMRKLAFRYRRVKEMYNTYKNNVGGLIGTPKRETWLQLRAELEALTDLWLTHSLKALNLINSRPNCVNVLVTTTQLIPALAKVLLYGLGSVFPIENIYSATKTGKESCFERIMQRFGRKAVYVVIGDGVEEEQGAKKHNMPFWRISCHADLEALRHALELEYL
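Eya2 (0.2 uM) preincubated 10 min at ambient with compound, then OMFP substrate added at 50 uM; 10 min reaction in 50 mM HEPES pH 7.5, 50 mM NaCl, 5 uM MgCl2, 0.05% BSA, 1 mM DTT. Fluorescence read at Ex 485/Em 525 nm.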
* marks the source's active call; other numbers are inactive results; i = inactive; ? = inconclusive; . = no result given; [ ] = remark or other dose. Unless noted, the call rests on the fitted dose curve; in most records, active means well fitted curve in the direction sought with a large enough effect; inconclusive means small, poorly fitted or top-dose-only effect, or another doubt; inactive means no such curve, though single readings can be large; an effect the other way counts as inactive or inconclusive.

SMILES | GALK inhibitor | TSHR antagonist | MBNL1 CUG block | S-ASM inh | PKM2 activator | Mito fusion yeast | Menin MLL FP TR | hERG WT inh | USP2a block | Chronic BCR inh | Eya2 phos inh
Cc1ccccc1C(=O)O/N=C(\N)c1ccc([N+](=O)[O-])cc1 | 4% | -3 | ? | -3% | -3% | 4% | 25% | -4 | 2% | -7% | 7%
CC(C)c1ccc(Nc2nnc(SCC(=O)NCC3CCCO3)s2)cc1 (configuration not stated) | . | -9 | . | 0% | . | . | . | -13 | 0% | -12% | -2%
COc1ccc(C(C(=O)Nc2ccc(C(C)C)cc2)N(C)C(=O)c2ccc(=O)[nH]c2)cc1 (configuration not stated) | -2% | -10 | -3% | -2% | 3% | 3% | -10% | -7 | -1% | -13% | -3%
FC(F)(F)c1nc(Oc2ccccc2)c2ccccc2n1 | -2% | -3 | -1% | -10% | 5% | -3% | 2% | -4 | -2% | ? | -31%
O=C(Nc1ccon1)c1sc2cc(Cl)ccc2c1Cl | -2% | 13 | ? | -1% | 2% | -10% | . | -13 | 2% | 3% | 0%
CCn1c(SCC(=O)Nc2ccc3c(c2)OCO3)nnc1-c1ccccc1O | 0% | 1 | -1% | -1% | -1% | 2% | 0% | 4 | 0% | 7% | 12%
CCc1ccc(Nc2n[n+](C)c(-c3ccncc3)s2)cc1 | . | 11 | 4% | -19% | 0% | -1% | 46%[activator] | 3 | 0% | -15% | 3%
CCCCOc1ccc(NC(=O)Cn2c(=O)ccc3c(C)cc(C)nc32)cc1 | -4% | -15 | -3% | -7% | 0% | -8% | -7% | 15 | 2% | -3% | 0%
CCc1ccccc1NC(=O)c1cc(S(=O)(=O)N2CCc3ccccc32)cn1C | . | 5 | -1% | 0% | 0% | 2% | 4% | -1 | -1% | -12% | 17%
CN(C)C/C(Cl)=C(\Cl)c1ccccc1 | 4% | 2 | -3% | -3% | 0% | -2% | -1% | 27 | 0% | 0% | -10%
Cc1cc(Cl)ccc1NC(=O)CN1CCN(C(=O)c2ccco2)CC1 | -2% | -2 | -3% | -2% | . | 0% | -1% | 16 | 2% | ? | -16%
O=C(Nc1nnc(COc2ccc(Cl)cc2)s1)c1cccs1 | -2% | -2 | -5% | 5% | 0% | 4% | -2% | -4 | 1% | 3% | -21%
CC(C)OC(=O)c1ccc(COC(=O)c2cnccn2)cc1 | 2% | -1 | 0% | 0% | -18% | 1% | 1% | 0 | 1% | ? | -11%
Nc1ncnc(Sc2ncccn2)c1[N+](=O)[O-] | 2% | -9 | ? | -4% | 10% | -6% | 12% | -12 | 2% | ? | -2%
CC(C)(C)C(=O)O/N=C(\N)c1ccc([N+](=O)[O-])s1 | -2% | -3 | ? | -3% | 0% | -4% | . | 4 | 2% | 12% | -7%
CC1=C(C(=O)c2ccccc2)C(c2ccc(N3CCOCC3)cc2)NC(=O)N1 (configuration not stated) | 11% | 11 | -7% | -1% | 2% | 2% | -16% | -17 | 3% | 1% | 19%
CCOc1ccccc1CN1C(=O)NC2(CCCCCC2)C1=O | -2% | 2 | -12% | -3% | . | -22% | . | -4 | 0% | 1% | 18%
CCOc1ccc(OCCC(=O)OC(C)C(=O)Nc2ccc(C(C)=O)cc2)cc1 (configuration not stated) | -3% | 5 | -5% | -4% | -3% | -4% | -7% | 3 | 0% | 0% | 6%
CC(=O)Nc1ccc(S(=O)(=O)NC(C)c2nc(-c3ccccc3)no2)cc1 (configuration not stated) | 2% | 31 | -7% | 1% | 2% | 0% | -23% | -1 | 1% | 0% | 1%
CC(Oc1cc2oc(=O)c3c(c2cc1Cl)CCC3)C(=O)N1C[C@H]2C[C@@H](C1)c1cccc(=O)n1C2 (some centres not stated) | . | 4 | -3% | 278%[activator] | -5% | 2% | -19% | -1 | -1% | 18% | -15%
COc1cccc(NC(=O)CCc2nnc3ccc(NCc4ccco4)nn23)c1 | 6% | -3 | 0% | -1% | 0% | 11% | 11% | 8 | -1% | -12% | -10%
O=C1CSC(c2ccccc2)N1c1nnc(C23CC4CC(CC(C4)C2)C3)s1 (configuration not stated) | -2% | -3 | -1% | . | -5% | 3% | . | . | 0% | 14% | 16%
CCN(CC)CCOC(=O)c1ccc(NC(=O)CCCN2C(=O)/C(=C\c3cccs3)SC2=S)cc1 | -4% | 17 | ? | -15% | -2% | -19% | . | 35 | 0% | ? | -30%
NS(=O)(=O)c1cc(C(=O)OCC(=O)Nc2ccc(Cl)cc2[N+](=O)[O-])ccc1Cl | 1% | -19 | ? | -9% | 6% | -3% | ? | 13 | 0% | 1% | 5%
Cc1nnc(NC(=O)c2ccc3c(c2)NC(=O)CS3)s1 | . | -18 | . | 0% | . | -1% | . | -25 | 0% | 3% | -7%
CCOC(=O)N1CCN(C(=O)CSc2nnc3[nH]c(=O)c(C)c(C)n23)CC1 | . | 5 | . | -2% | . | -1% | . | -4 | 1% | -2% | 11%
COc1ccc(N(CC(=O)Nc2ccccc2OC)S(=O)(=O)c2ccc(OC)c(OC)c2)cc1 | -4% | 7 | 2% | -1% | -3% | 0% | 18% | -5 | 1% | 1% | -20%
O=C(c1ccccc1F)N1CCN(S(=O)(=O)c2ccc3c(c2)OCCO3)CC1 | 0% | 0 | -13% | 3% | ? | 4% | -7%[11.7 µM] | 1 | -8% | ? | -13%
Cc1cc(C)cc(NS(=O)(=O)c2cc(C(=O)NCc3ccccn3)ccc2Cl)c1 | 0% | 9 | 0% | -2% | 1% | 1% | 14% | -4 | 3% | -6% | 6%
COc1ccc(CCNC(=O)COc2ncnc3ccccc23)cc1 | 7% | -3 | -2% | 1% | 4% | -5% | -3% | 1 | 1% | -10% | 6%
CCCN(CCC)CCCNC(=O)C1CCC(CNS(=O)(=O)c2cccc3nsnc23)CC1 (configuration not stated) | 0% | -3 | ? | 6% | . | -3% | . | 28 | 2% | -6% | -13%
COC(=O)C1CC23C=CCN4CCC5(c6ccccc6NC15C2C)C43 (configuration not stated) | 4% | 8 | -24% | 5% | . | 4% | ? | 0 | 1% | ? | -2%
CC1C(=O)Nc2ccccc2N1C(=O)c1ccc(Cl)c(Cl)c1 (configuration not stated) | 4% | 2 | 0% | -7% | . | -7% | -13% | 2 | 3% | -6% | -12%
O=C(OCc1nc2ccccc2s1)C1CCN(C2=NS(=O)(=O)c3ccccc32)CC1 | 8% | -28 | -10% | -2% | -1% | 1% | 1% | 25 | 5% | ? | -8%
CC(C)N1CCC2(CC1)C(C#N)=C(N)NC(S)=C2C#N | 1% | 16 | ? | . | -7% | -2% | 15% | . | 5% | 12% | -4%
CC(=O)N1CCc2c(sc(NC(=O)CCS(=O)(=O)c3ccccc3)c2C(N)=O)C1 | -4% | -13 | 6% | 42%[activator] | -5% | 4% | -1% | 8 | 1% | 1% | 4%
Cc1nnc2sc(SCc3ccc(Cl)cc3)nn2c1=O | -1% | -12 | 0% | -1% | ? | -15% | -10% | -5 | 4% | ? | -4%
O=C(O)c1cc(Cl)c2ccccc2c1O | -5% | -12 | 16% | 9% | -36% | 10% | ? | 2 | -2% | 14% | 1%
N#CC(c1ccc(O)cc1)c1ncc(C(F)(F)F)cc1Cl (configuration not stated) | -1% | 5 | -3% | 0% | ? | 15% | 1% | i | 3% | 1% | 0%
O=C(c1ccc2nc(Cc3cccc(Cl)c3)oc2c1)N1CCC(O)CC1 | 4% | -5 | -2% | -3% | 3% | -3% | 5% | 1 | 0% | -1% | 7%

Not all compounds are listed. The share of hits here may be higher or lower than overall.
